SW480 rereplic: inducers of DNA re-replication in SW480 colon cancer cells | Potency, µM (series often up to 46.1 µM), for inactives: top-dose re-replication activation, usual class: activators | 340,000 compounds, 1.8% hits | SW480 DNA re-replication, Hoechst DNA content imaging, 48 h; further: % of control where 0% means no effect; nearly all actives have a fitted effect of over 55% in size
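Image-based read-out: total Hoechst fluorescence of nuclei (405 nm excitation, 500-530 nm emission), with hits raising the fraction of high-intensity nuclei. SW480 colon cells incubated 48 hr with compounds at 37 C.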
HT1080NT lethal: kills 2HG-producing HT-1080-NT fibrosarcoma cells. HT-1080-NT fibrosarcoma viability, CellTiter-Glo ATP luminescence, 48 h. Potency, µM (top dose mostly 46.1 µM), inactives show at the highest dose activity, negative = less viability, actives largely listed as cytotoxic. 360,000 compounds, 1.6% hits;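 further: NT is the 2HG producing partner of a matched IDH1 knockdown line; 0% = DMSO-treated cells and -100% = media-only wells without cells; nearly all actives have a fitted effect of over 55% in size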
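A 48-hour cytotoxicity screen used HT-1080-NT cells plated 2 hours before compound delivery. ATP-based CellTiter-Glo luminescence measured viability, normalized to DMSO and no-cell controls.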
GLP1R ag: GLP-1 receptor (human) agonism. 380,000 compounds, 0.007% hits. HEK293 GLP-1R CRE-luciferase, luminescence, 4-6 h; cells express a hypersensitive GLP-1R form. Potency, µM (series often up to 45.6 µM), without a hit: top-dose activation, most hits filed as activators. P43220; further: % of control where 0% means no effect
Target sequence (P43220 whole entry, looked up): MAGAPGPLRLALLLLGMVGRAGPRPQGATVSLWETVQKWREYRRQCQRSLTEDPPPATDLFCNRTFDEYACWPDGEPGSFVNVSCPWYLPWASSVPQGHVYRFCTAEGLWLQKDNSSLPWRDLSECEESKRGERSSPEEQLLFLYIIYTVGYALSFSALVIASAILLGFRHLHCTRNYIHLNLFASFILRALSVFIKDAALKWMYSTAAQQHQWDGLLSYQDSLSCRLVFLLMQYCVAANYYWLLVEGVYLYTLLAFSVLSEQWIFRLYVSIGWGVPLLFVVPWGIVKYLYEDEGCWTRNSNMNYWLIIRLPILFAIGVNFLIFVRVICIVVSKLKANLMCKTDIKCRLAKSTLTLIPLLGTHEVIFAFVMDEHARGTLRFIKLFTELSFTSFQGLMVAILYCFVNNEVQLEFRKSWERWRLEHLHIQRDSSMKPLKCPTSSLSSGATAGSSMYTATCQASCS
GLP1R inv ag: inverse agonists of human GLP-1 receptor; HEK293 GLP-1R CRE-luciferase, luminescence, 24 h; GLP-1R form is constitutively active; 410,000 compounds, 1.6% hits; Potency, µM (highest dose often 38.3 µM), for inactives: top-dose activity change, negative = inhibition, most hits filed as inhibitors; further: on the % scale 0 is the no-effect control and ±100 the full control effect; nearly all actives have a fitted effect of over 55% in size
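HEK293 cells stably co-expressing constitutively active GLP-1R and a cAMP-responsive luciferase reporter were seeded in DMEM with 10% Nu serum, given compounds after 12 h, and incubated 24 h at 37 deg C. Luminescence was then read.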
HT1080 IDH1KD tx: kills HT-1080 cells with IDH1 knockdown; HT-1080 IDH1 knockdown viability, ATP luminescence, 48 h; Potency, µM (series often up to 46.1 µM), without a hit: top-dose activity, negative = toxicity, hits mostly cytotoxic; 360,000 compounds, 2% hits; AID 686971;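 further: 0% = DMSO wells and -100% = cell-free medium wells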
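Assay cells: HT-1080 with IDH1 knockdown, 750 per well, RPMI/5% FBS. Exposure: 48 h at 37 °C following 2 h pre-incubation. Read: CellTiter-Glo luminescence; fitted concentration-response, curve class assigned.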
KB-V1 MDR tox: kills drug-selected multidrug resistant KB-V1 cells | Potency, µM (titrated, usually from 46.1 µM), for the others: at the top dose activity change, negative = cytotoxicity, actives largely listed as cytotoxic | 400,000 compounds, 3.4% hits | KB-V1 MDR cells viability, CellTiter-Glo, 72 h | AID 1347076; further: on the % scale 0 is the no-effect control and ±100 the full control effect; nearly all actives have a fitted effect of over 60% in size
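Cells of the MDR subline KB-V1 are plated, dosed with compound at multiple concentrations, and incubated 72 h at 37 degrees C; CellTiter-Glo is then added and luminescence read after 10 min.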
GLP1R cytotox: cytotoxicity in counter-screen for GLP-1R inverse agonists | HEK293 cAMP-luciferase reporter cells, luminescence, 24 h | Potency, µM (top dose mostly 38.3 µM), inactives show at the top dose activity change, negative = inhibition, usual class: inhibitors | 410,000 compounds, 0.13% hits;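 further: loss of luciferase light is scored as toxicity; on the % scale 0 is the no-effect control and ±100 the full control effect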
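To flag toxic compounds, the library was rerun on cells for 24 hr at 37 deg C and 5% CO2. Viability-linked luminescence was captured 12 min after adding luciferase detection reagent.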
KB-3-1 tox: kills parental KB-3-1 adenocarcinoma cells. KB-3-1 viability, CellTiter-Glo ATP luminescence, 72 h. Potency, µM (titrated, usually from 46.1 µM), for the others: at the top dose activity change, negative = cytotoxic, hits mostly cytotoxic. 400,000 compounds, 1.4% hits. AID 1347075; further: on the % scale 0 is the no-effect control and ±100 the full control effect; nearly all actives have a fitted effect of over 60% in size
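Multi-concentration cytotoxicity screen in KB-3-1 cells grown in DMEM lacking phenol red with 10% FBS. After 72 h at 37 °C with compound, ATP-dependent luminescence was recorded.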
TDP43 rescue: rescues yeast growth from TDP-43 toxicity; Potency, µM (titrated, usually from 46.1 µM), without a hit: at the top dose growth rescue (activation), usual class: activators; AID 652104; 410,000 compounds, 1.8% hits; TDP-43 expressing yeast growth rescue, BacTiter-Glo, 24 h; further: % of control where 0% means no effect; nearly all actives have a fitted effect of over 50% in size
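Cell-based yeast growth screen: TDP-43 expression induced in galactose, inoculum OD600=0.02 after raffinose pregrowth to mid-log. Read-out BacTiter-Glo luminescence at 24 hr, 30 deg C; inhibition of toxicity seen as signal increase.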
* hit, by the source's call; u = inconclusive; x = no result given; [ ] = another dose, or the depositor's remark. The call rests on the fitted dose curve; in most records, active means well fitted curve in the direction sought with a large enough effect; inconclusive means small, poorly fitted or top-dose-only effect, or another doubt; inactive means no such curve, though single readings can be large; an effect the other way counts as inactive or inconclusive. Potency means the concentration at half of the fitted maximal effect.

Sample of the layout:
#	Compound	SW480 rereplic	HT1080NT lethal	GLP1R ag	GLP1R inv ag	HT1080 IDH1KD tx	KB-V1 MDR tox	GLP1R cytotox	KB-3-1 tox	TDP43 rescue
1	COc1ccc(CCNC(=O)Cn2c(=O)c3cccn3c3cccnc32)c(OC)c1OC	-10%	0%	-7%	18%	-4%	-2%	5%	0%	-10%
2	O=C(Nc1ccc(F)c(F)c1)C1=COCCO1	-6%	-6%	5%	-7%	0%	-12%	4%	1%	-9%

This part in full (from the top)
#	Compound	SW480 rereplic	HT1080NT lethal	GLP1R ag	GLP1R inv ag	HT1080 IDH1KD tx	KB-V1 MDR tox	GLP1R cytotox	KB-3-1 tox	TDP43 rescue
1	COc1ccc(CCNC(=O)Cn2c(=O)c3cccn3c3cccnc32)c(OC)c1OC	-10%	0%	-7%	18%	-4%	-2%	5%	0%	-10%
2	O=C(Nc1ccc(F)c(F)c1)C1=COCCO1	-6%	-6%	5%	-7%	0%	-12%	4%	1%	-9%
3	CC(=O)C[C@@H](O)CC(=O)[C@H]1OC(=O)CCCCCc2ccccc21	-2%	12%	-4%	16%	11%	u	-2%	22%	6%
4	C=CCNC(=O)/C(C#N)=C/c1c(N2CCN(c3cccc(Cl)c3)CC2)nc2c(C)cccn2c1=O	4%	0%	11%	-2%	17%	u	52%[activator]	-2%	-11%
5	CN1C(CC(=O)Nc2ccc(Cl)cc2Cl)c2ccccc2CC1(C)C (centres undefined)	u	-13%	10%	12%	u	u	6%	-16%	4%
6	COc1ccc(NC(=O)CC(c2ccc(F)cc2)c2ccc(OC)cc2)cc1 (centres undefined)	0%	5%	-3%	2%	0%	u	-5%	13%	17%
7	c1ccc(-c2nn3cnnc3c3ccccc23)cc1	-28%	-13%	26%	46%[activator]	-11%	-20%	-15%	17%	19%
8	Cc1nnnn1-c1ccc(CC(=O)O)cc1	-6%	2%	5%	17%	15%	u	0%	-2%	-3%
9	Cn1c(SCC(=O)N2CC(=O)Nc3ccccc32)nc2ccccc2c1=O	-3%	3%	42%	48%[activator]	7%	-6%	-8%	13%	7%
10	CCOc1ccc(NC(=O)C2CC(=O)N(c3ccc4c(c3)OCCO4)C2)cc1OCC (centres undefined)	-1%	2%	-2%	-4%	9%	-24%	-6%	6%	29%
11	O=C1CSC(c2cccc([N+](=O)[O-])c2)N1c1c(F)cccc1F (centres undefined)	5%	1%	0%	5%[0.307 µM]	-15%	-3%	-4%[0.307 µM]	-1%	19%
12	CCOC(=O)C1=C(CNCc2ccccc2)NC(=O)NC1c1ccc(C)cc1 (centres undefined)	x	x	1%	u	x	3%	-20%	4%	21%
13	Cc1ccc2[nH]c3c(NCCN4CCOCC4)ncnc3c2c1	9%	-8%	3%	-9%	-16%	u	5%	-14%	-14%
14	CCc1nc(N2CCOCC2)c(C#N)c2c1COC(C)(C)C2	-7%	0%	16%	4%	-4%	-33%	-1%	-5%	4%
15	C=CCN(CC=C)S(=O)(=O)c1ccc2nc(NC(=O)C3CCCO3)sc2c1 (centres undefined)	u	u	10%	-2%	u	8.2µM*	6%	u	29%
16	Cc1ccc(C)c(N(CC(=O)NC2CCCC2)C(=O)CNC(=O)c2cccs2)c1	-4%	23%	4%	-11%	15%	0%	-2%	u	-9%
17	CC(C)c1cc(NC(=O)c2ccccc2)cc(C(C)C)c1O	-5%	0%	10%	11µM*	-5%	u	-2%	u	-6%
18	CC1(C)SC(=S)N(NC(=O)Nc2ccccc2)C1N(O)C(=O)Nc1cccc2ccccc12 (centres undefined)	-104%[inhibitor]	-22%	2%	u	-2%	8%	-21%	-1%	2%
19	CN(C(=O)CSc1nnc(NCc2ccccc2)s1)C1CCS(=O)(=O)C1 (centres undefined)	3%	21%	0%	-1%	u	-5%	4%	0%	14%
20	Cc1ccc(-c2csc3ncn(CC#N)c(=O)c23)cc1	4%	5%	1%	2%	-1%	-1%	-6%	7%	24%
21	Cc1nc(N)c(S(=O)(=O)c2ccccc2)c(Nc2ccc(Br)cc2)n1	x	x	9%	5%	x	0%	-4%	4%	14%
22	C/C(=N\NC(=S)NC1CCCCC1)c1cccs1	-21%	-14%	9%	u	-14%	-1%	u	-13%	u
23	O=C(Nc1ccccc1N1CCCC1)C1CC(=O)N(Cc2ccccc2)C1 (centres undefined)	11%	-2%	1%	-6%	-3%	0%	-1%	-3%	0%
24	Cc1ccc(C(=O)NC(Cc2cccc(C(F)(F)F)c2)C(=O)O)cc1 (centres undefined)	u	0%	9%	5%	-5%	-2%	-2%	0%	12%
25	Cc1cc(C)cc(NC(=O)CS(=O)(=O)c2ccccc2)c1	-29%	11%	4%	6%	-5%	-2%	-14%	11%	6%
26	CCOC(=O)C1CCN(C(=O)Cn2nc(C)n3nc(-c4ccc(OC)cc4)cc3c2=O)CC1	-16%	2%	10%	32%	0%	-13%	7%	-2%	10%
27	COc1cc(/C=C/C(=O)N(Cc2ccccc2)c2ccccn2)cc(OC)c1OC	0%	-4%	u	25%	1%	-15%	1%	-4%	7%
28	Cc1ccc(S(=O)(=O)Nc2nc(CN3CCOCC3)nc3sc(C(=O)O)c(C)c23)cc1	x	18%	-1%	17%	10%	1%	-10%	0%	24%
29	COc1cccc(-c2onc3ccc(C4(C)OCCO4)cc23)c1	16%	0%	16%	u	-4%	-13%	11%	8%	-9%[0.397 µM]
30	NC(=O)CSc1ncc2c(n1)-c1ccccc1N(Cc1ccc(Cl)cc1)S2(=O)=O	x	x	x	-12%	x	9%	1%	3%	0%
31	CCOC(=O)c1c(C)[nH]c(C)c1S(=O)(=O)N(C)CC(=O)Nc1ccc(C)cc1Br	x	x	x	-22%	x	0%	4%	-1%	23%
32	Cc1ccc(-n2c(C)cc(/C=N/Nc3ccc([N+](=O)[O-])cn3)c2C)c(C)c1	u	1%	-15%	u	0%	-22%	-4%	u	-16%
33	COc1ccc(N2CC(C(=O)Nc3nnc(SCC(=O)NCC4CCCO4)s3)CC2=O)cc1 (centres undefined)	5%	-8%	2%	9%	-4%	12%	-3%	8%	-2%
34	CN(C)S(=O)(=O)c1cccc(COC(=O)CN2CCCCCC2=O)c1	-37%[inhibitor]	0%	11%	6%	13%	-16%	-2%	-15%	8%
35	COc1ccc(Cl)cc1NC(=O)Cn1nnc(C(=O)NCc2cccs2)c1N	x	x	-1%	u	x	u	u	7.3µM*	11%
36	CCc1c(C)sc2c1CCN(Cc1cccc(F)c1)C2c1ccccc1 (centres undefined)	x	x	x	u	x	0%	-2%	-21%	7%
37	COc1ccc(CCNC(=O)C2CCN(S(=O)(=O)c3ccc(OC)c(OC)c3)CC2)cc1	-5%	12%	-1%	0%	1%	0%	-3%	2%	9%
38	Cc1ccc(S(=O)(=O)N/N=C/c2cccn2-c2ccc(Cl)cc2)cc1	-4%	-8%	-6%	u	-4%	-1%	-16%	0%	27%
39	O=C1CN(C(=O)COC(=O)c2ccco2)c2ccccc2N1	-6%	6%	2%	13%	-4%	5%	-18%	12%	-21%
40	c1ccc2cc(N3CCCCC3)ccc2c1	u	0%	9%	17%	-2%	1%	2%	-6%	-21%
41	COc1nc2ccc(C)cc2cc1-c1noc(-c2cccnc2)n1	2%	26%	10%	13%	23%	-2%	-3%	12%	20%
42	O=C(Cn1c(=O)c2cccn2c2ccccc21)NCc1cccc(F)c1	u	8%	3%	-1%	16%	-3%	7%	-2%	-12%
43	COc1ccc(Nc2ncc3c(n2)CC(c2ccc(C)cc2)CC3=O)cc1 (centres undefined)	u	-1%	9%	15%	-15%	u	9%	-3%	4%
44	Cc1c(C(=O)O)oc2c1C(=O)CC(C)(C)C2	-21%	26%	-1%	-3%	9%	u	0%	0%	-9%
45	CC1(C)CC(=O)C2=C(C1)OC(N)=C([N+](=O)[O-])C2c1ccc(F)cc1 (centres undefined)	-1%	20%	-1%	6%	18%	23%	-5%	u	11%
46	CSCCC(NC(=O)c1ccccc1Cl)C(=O)N(C)CC(=O)Nc1ccc(N2CCOCC2)cc1 (centres undefined)	-1%	4%	1%	47%[activator]	6%	0%	-8%	17%	20%
47	Cc1ccc(S(=O)(=O)NC(C)CCc2ccccc2)cc1 (centres undefined)	-6%	-2%	3%	u	-6%	-10%	-1%	-3%	-11%
48	O=C(NC1CC2CCC1C2)C1CCN(S(=O)(=O)c2ccc(-c3nn[nH]n3)cc2)CC1 (centres undefined)	-9%	10%	1%	1%	9%	-3%	2%	23%	12%
49	Cc1ccc(Cl)c(NC(=O)CSc2cccc[n+]2[O-])c1Cl	-6%	8%	13%	-6%	5%	6%	-8%	7%	-16%
50	COC(=O)[C@@]1(Cc2ccc(F)cc2)[C@H]2c3cc(C(=O)N4CCCC4)n(Cc4ccc(OC(F)(F)F)cc4)c3C[C@H]2CN1C(=O)c1ccccc1	x	u	-1%	u	23µM*	u	-20%	u	24%
51	CCc1nc2ccc(C(=O)NC3CCN(C)CC3)cn2c1N(C)CCC(C)C	x	16µM*	-4%	u	u	-17%	-22%	-2%	27%
52	COC(=O)C1=NN[C@H](C(=O)OC)[C@H]1c1ccccc1	0%	14%	0%	26%	12%	19%	20%	2%	7%
53	CC1CCc2c(sc3nnn(CC(=O)Nc4ccc(Cl)cc4)c(=O)c23)C1 (centres undefined)	x	x	x	0%	x	11%	0%	1%	0%[9.22 µM]
54	COc1cc(NC(=O)c2cc(-c3cccc(O)c3)on2)cc(OC)c1OC	-3%	u	-4%	-23%	u	-1%	-24%	12µM*	u
55	Cc1n[nH]c(=S)n1/N=C/c1ccc(OCc2ccc(Cl)cc2Cl)cc1	-8%	10%	4%	24%	18%	2%	u	-1%	21%

Entries by screen from the entries so far:
Nos. 41 to 49 in TDP43 rescue, in turn: 20%, -12%, 4%, -9%, 11%, 20%, -11%, 12%, -16%
Nos. 41 to 49 in GLP1R inv ag, in turn: 13%, -1%, 15%, -3%, 6%, 47%[activator], u, 1%, -6%
Nos. 41 to 49 in HT1080 IDH1KD tx, in turn: 23%, 16%, -15%, 9%, 18%, 6%, -6%, 9%, 5%
